High-throughput results deposited in PubChem by several laboratories.
hcDAF-12 act: activates DAF-12 receptor from parasite H. contortus | activation, % at 6.8 µM | HEK293 hcDAF-12 lit1-tk-luc reporter, luminescence; 0% DMSO, 100% Δ7-dafachronic acid | 370,000 compounds, 1.4% hits;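 active = activation above the mean of all tested compounds plus 3 SD, cut at about 5.5% in these data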;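 also: 100% = response to 3 µM Δ7-dafachronic acid high control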
GC-B act: GC-B (human) receptor activation; P20594; activation, % at 10 µM; AID 1920062; 370,000 compounds, 0.11% hits; HEK293-GC-B cells, CNP EC30, cGMP TR-FRET; 0% at EC30 CNP, 100% saturating CNP;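 active = activation at 10 µM reaching about 35% in either raw or pattern-adjusted values, limit read from the data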
Target sequence (P20594 whole entry, looked up): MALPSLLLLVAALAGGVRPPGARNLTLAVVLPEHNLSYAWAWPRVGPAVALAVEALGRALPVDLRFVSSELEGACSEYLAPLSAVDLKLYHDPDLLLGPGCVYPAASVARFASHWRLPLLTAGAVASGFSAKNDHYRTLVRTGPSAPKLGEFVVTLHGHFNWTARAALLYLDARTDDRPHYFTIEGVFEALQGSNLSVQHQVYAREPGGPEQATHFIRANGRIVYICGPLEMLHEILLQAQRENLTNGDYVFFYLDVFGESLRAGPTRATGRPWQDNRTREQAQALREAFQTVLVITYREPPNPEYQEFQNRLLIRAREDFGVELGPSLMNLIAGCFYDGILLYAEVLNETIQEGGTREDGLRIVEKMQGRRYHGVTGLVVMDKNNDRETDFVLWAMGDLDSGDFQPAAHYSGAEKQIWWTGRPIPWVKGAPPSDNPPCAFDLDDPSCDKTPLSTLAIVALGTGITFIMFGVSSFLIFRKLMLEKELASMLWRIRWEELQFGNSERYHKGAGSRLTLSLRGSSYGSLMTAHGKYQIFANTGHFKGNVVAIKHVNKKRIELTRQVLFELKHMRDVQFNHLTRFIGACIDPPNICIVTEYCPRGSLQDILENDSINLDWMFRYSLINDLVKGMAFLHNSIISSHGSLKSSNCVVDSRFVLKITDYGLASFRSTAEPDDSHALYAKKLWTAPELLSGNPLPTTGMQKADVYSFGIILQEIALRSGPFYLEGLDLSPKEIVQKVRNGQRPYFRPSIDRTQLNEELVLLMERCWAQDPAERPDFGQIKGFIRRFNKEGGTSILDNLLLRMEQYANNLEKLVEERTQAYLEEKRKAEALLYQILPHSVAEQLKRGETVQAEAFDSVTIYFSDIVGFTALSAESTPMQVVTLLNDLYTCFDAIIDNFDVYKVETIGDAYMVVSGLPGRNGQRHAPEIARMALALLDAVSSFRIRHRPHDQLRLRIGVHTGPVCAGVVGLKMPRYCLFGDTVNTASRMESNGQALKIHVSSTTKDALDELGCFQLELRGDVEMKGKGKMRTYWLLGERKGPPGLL
DAX1 inh-1: DAX1 (NR0B1) inhibition, primary screen | HEK293T StAR-luciferase reporter, SF-1/DAX-1 repression relief | inhibition, % at 6.8 µM | 370,000 compounds, 1.1% hits | AID 652010;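 active = inhibition above the mean over all tested compounds plus 3 SD, cut at about 3.6% in these data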;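 also: 0% = DAX-1 cells with DMSO and 100% = cells lacking DAX-1 with DMSO; higher inhibition means more luminescence from relief of DAX-1 repression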
HGIII-sPLA2 inh: Inhibits HGIII-sPLA2 liposome hydrolysis, primary screen | Q9NZ20 | QFRET BODIPY PC-A2 liposome hydrolysis, fluorescence | inhibition, % at 12.2 µM | 370,000 compounds, 0.56% hits | AID 743126;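 active = inhibition above mean plus 3 SD of compounds lying within the high and low control bounds, cut at about 19% in these data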;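 also: 0% = median of test compound wells and 100% = no enzyme DMSO wells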
KLK7 zymogen act: activates the human kallikrein-7 zymogen; AID 652039; purified proKLK7, EDANS-DABCYL substrate fluorescence; 100% is mature enzyme control, 0% vehicle; P49862; activation, % at 7 µM; 370,000 compounds, 0.9% hits;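 active = activation above the mean of all tested compounds plus 3 SD, computed per campaign excluding outliers beyond control limits, cut at about 13% in these data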
hgDAF12 agonist: hgDAF-12 agonism, primary luciferase screen; activation, % at 6.8 µM; HEK293 GAL4-hgDAF12 UAS-luciferase reporter, agonist luminescence; normalized to butyrate control; 370,000 compounds, 1.8% hits;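 active = activation above a cutoff set at the mean of all screened compounds plus 3 SD, cut at about 10% in these data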;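 also: 0% = DMSO wells and 100% = sodium butyrate wells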
GAA850 FXN act: increases GAA850 frataxin promoter reporter activity; HEK293 lucGAA850 FXN promoter luciferase reporter, 24 h; percent of 10 µM SAHA response; activation, % at 6 µM; 360,000 compounds, 0.56% hits; AID 540364;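 active = activation above the average of all compounds screened plus 3 SD, cutoff fixed separately per campaign, cut at about 7.5% in these data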;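 also: 0% = DMSO wells and 100% = 10 µM SAHA wells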
SMARCA2 activ: SMARCA2 function activation, primary screen. MG213 cells, MMTV-luciferase reporter, dexamethasone, overnight. activation, % at 9.1 µM. 370,000 compounds, 1% hits; in the data active = activation above about 7.8%;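 also: 0% = vehicle wells and 100% = reference activator wells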
NPR1 activator: GC-A (human) enzyme activation. HEK293 GC-A cells, cGMP TR-FRET, EC30 ANP; 0% at EC30 ANP, 100% saturating ANP. 370,000 compounds, 0.14% hits. P16066. AID 1671463. activation, % at 10 µM; in the data active = activation above about 40%
ssDAF-12 act: S. stercoralis DAF-12 activation, primary screen; 370,000 compounds, 1% hits; HEK293 ssDAF-12/GRIP1 lit1-tk-luc reporter, luminescence; % of 3 µM dafachronic acid response; activation, % at 6.8 µM;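 active = activation above the mean over all tested compounds plus 3 SD, cut at about 0.9% in these data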;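 also: 0% = DMSO-only wells and 100% = 3 µM delta7-dafachronic acid wells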
DAX1 inh-2: inhibitors of human orphan nuclear receptor DAX1 (NR0B1); P51843; HEK293 Gal4-DAX1 luciferase reporter, luminescence; inhibition, % at 6.75 µM; 340,000 compounds, 0.99% hits; AID 504766;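 active = inhibition above the mean over all tested compounds plus 3 SD, cut at about 4.2% in these data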;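 also: 0% = DAX1-transfected cells with DMSO and 100% = empty-vector control cells with DMSO; inhibition shows as a rise in luminescence from relieved DAX1 repression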
* = called active by the depositor.

Results for O=C1CCC(C(=O)N2CCN(c3ccccc3)CC2)CN1CC1CCCCC1 (configuration not stated) ?
hcDAF-12 act: -1.3; GC-B act: 3; DAX1 inh-1: -1.4; HGIII-sPLA2 inh: -5; KLK7 zymogen act: -0.3; hgDAF12 agonist: 0.7; GAA850 FXN act: -1.4; SMARCA2 activ: -1; NPR1 activator: -1; ssDAF-12 act: -0.7; DAX1 inh-2: -0.3

Results for Cc1ccc(/C=N\NC(=O)/C(=C\Nc2nccc(C)n2)NC(=O)c2ccccc2)cc1 ?
hcDAF-12 act: -1.3; GC-B act: 6; DAX1 inh-1: -1.3; HGIII-sPLA2 inh: 0; KLK7 zymogen act: -0.6; hgDAF12 agonist: -2.9; GAA850 FXN act: 1.4; SMARCA2 activ: 2; NPR1 activator: 11; ssDAF-12 act: -1.7; DAX1 inh-2: -0.9

Results for CCCNC(=O)c1ccc(N2CCC3(CC2)CC(c2cccc(Br)c2)=NO3)c(NC(=O)c2ccc(Cl)c([N+](=O)[O-])c2)c1 ?
hcDAF-12 act: -1.1; GC-B act: -2; DAX1 inh-1: 0.5; HGIII-sPLA2 inh: 0; KLK7 zymogen act: 0.1; hgDAF12 agonist: 0.2; GAA850 FXN act: 1.4; SMARCA2 activ: 2; NPR1 activator: 4; ssDAF-12 act: -1.3; DAX1 inh-2: 1.2

How did O=C(NCC1(c2ccccc2)CCCC1)c1ccc(Br)cc1 do in these assays?
hcDAF-12 act: -2.7; GC-B act: 2; DAX1 inh-1: -0.1; HGIII-sPLA2 inh: 13; KLK7 zymogen act: 0.0; hgDAF12 agonist: 2.1; GAA850 FXN act: 1.6; SMARCA2 activ: -4; NPR1 activator: -3; ssDAF-12 act: -1.9; DAX1 inh-2: 0.0

How did COc1cc(CN2CCC(Cc3ccccc3)CC2)cc(OC)c1OC do in these assays?
hcDAF-12 act: -1.3; GC-B act: -6; DAX1 inh-1: 0.2; HGIII-sPLA2 inh: -12; KLK7 zymogen act: -0.5; hgDAF12 agonist: 0.9; GAA850 FXN act: 0.2; SMARCA2 activ: -1; NPR1 activator: -3; ssDAF-12 act: -1.8; DAX1 inh-2: 5.1*

What do the screens show for `CC(C)(C)c1cc(C(=O)NNC(=O)c2ccc(Cl)cc2)no1`?
hcDAF-12 act: -0.4; GC-B act: 2; DAX1 inh-1: 0.2; HGIII-sPLA2 inh: -22; KLK7 zymogen act: 0.9; hgDAF12 agonist: 0.9; GAA850 FXN act: -0.7; SMARCA2 activ: -5; NPR1 activator: 3; ssDAF-12 act: -1.2; DAX1 inh-2: 0.6

What do the screens show for `CC(=O)N1CCCN(S(=O)(=O)c2ccc3c(c2)n(C)c(=O)c(=O)n3C)CC1`?
hcDAF-12 act: 0.2; GC-B act: 2; DAX1 inh-1: -0.7; HGIII-sPLA2 inh: 2; KLK7 zymogen act: 0.6; hgDAF12 agonist: 1.5; SMARCA2 activ: 5; NPR1 activator: 1; ssDAF-12 act: -1.5

What do the screens show for `COc1ccc(-n2cc(CNCc3cccnc3)c(-c3cccc(F)c3)n2)cc1`?
hcDAF-12 act: -1.9; GC-B act: -3; DAX1 inh-1: 0.8; HGIII-sPLA2 inh: -8; KLK7 zymogen act: 0.1; hgDAF12 agonist: 0.5; GAA850 FXN act: 0.5; SMARCA2 activ: -2; NPR1 activator: -2; ssDAF-12 act: -1.5; DAX1 inh-2: -0.2

How did CCOC(=O)C1=C(O)/C(=C/c2ccc(CNC(=O)C(=O)Nc3ccc(C)cc3)o2)N=C1C do in these assays?
hcDAF-12 act: -1.1; GC-B act: 3; DAX1 inh-1: 0.9; HGIII-sPLA2 inh: -4; KLK7 zymogen act: 1.3; hgDAF12 agonist: 0.1; GAA850 FXN act: -0.5; SMARCA2 activ: 0; NPR1 activator: -1; ssDAF-12 act: -0.2; DAX1 inh-2: 0.4

How did Cc1ccc(NC(=S)/N=C(\N)Nc2nc(C)c3cc(C)c(C)cc3n2)cc1C do in these assays?
hcDAF-12 act: -3.0; GC-B act: 0; DAX1 inh-1: -0.5; HGIII-sPLA2 inh: -3; KLK7 zymogen act: -1.3; hgDAF12 agonist: -1.6; GAA850 FXN act: 1.3; SMARCA2 activ: -2; NPR1 activator: 1; ssDAF-12 act: -1.3; DAX1 inh-2: -0.6

How did COc1ccc(CNC(=O)CSc2nnc3c(n2)[nH]c2ccc(OC)cc23)cc1 do in these assays?
hcDAF-12 act: 1.2; GC-B act: 1; DAX1 inh-1: 0.1; HGIII-sPLA2 inh: -5; KLK7 zymogen act: 0.4; hgDAF12 agonist: 0.5; GAA850 FXN act: 2.6; SMARCA2 activ: -2; NPR1 activator: -2; ssDAF-12 act: -0.7; DAX1 inh-2: 0.3

What do the screens show for `CCCn1cnc2cc(NCc3ccc(Br)cc3)ccc21`?
hcDAF-12 act: 1.6; GC-B act: 1; DAX1 inh-1: 1.2; HGIII-sPLA2 inh: -5; KLK7 zymogen act: 0.4; hgDAF12 agonist: 8.0; GAA850 FXN act: 5.2; SMARCA2 activ: 4; NPR1 activator: 6; ssDAF-12 act: -0.3; DAX1 inh-2: 0.5

Results for COc1ccc(NC(=O)N(C)C[C@@H]2OCc3cnnn3CCCC(=O)N([C@H](C)CO)C[C@H]2C)c(OC)c1 ?
hcDAF-12 act: -1.0; GC-B act: -2; DAX1 inh-1: -1.0; HGIII-sPLA2 inh: 6; KLK7 zymogen act: -0.6; hgDAF12 agonist: 3.7; SMARCA2 activ: -6; NPR1 activator: 1; ssDAF-12 act: -0.5

What do the screens show for `CCOC(=O)C1(C)CCCN(C(=O)c2cccnc2)C1` (configuration not stated)?
hcDAF-12 act: -0.7; GC-B act: 2; DAX1 inh-1: 0.0; HGIII-sPLA2 inh: -4; KLK7 zymogen act: 0.2; hgDAF12 agonist: -3.1; GAA850 FXN act: 0.3; SMARCA2 activ: 5; NPR1 activator: 1; ssDAF-12 act: -0.5

Results for CCN1CCN(c2ncc3c(n2)CC(c2cc(OC)c(OC)c(OC)c2)CC3=O)CC1 (configuration not stated) ?
hcDAF-12 act: -1.8; GC-B act: -3; DAX1 inh-1: -1.5; HGIII-sPLA2 inh: -4; KLK7 zymogen act: -0.2; hgDAF12 agonist: 0.9; GAA850 FXN act: -3.8; SMARCA2 activ: -4; NPR1 activator: 0; ssDAF-12 act: -1.4; DAX1 inh-2: -1.6

How did CCOC(=O)Cn1c(C)c(C#N)c2ccccc21 do in these assays?
hcDAF-12 act: 3.1; GC-B act: -12; DAX1 inh-1: -0.4; HGIII-sPLA2 inh: 3; KLK7 zymogen act: -0.2; hgDAF12 agonist: 2.7; GAA850 FXN act: 1.6; SMARCA2 activ: -2; NPR1 activator: -17; ssDAF-12 act: -0.7; DAX1 inh-2: 0.5

How did CCn1nc(C(=O)Nc2ccc3nc(C)sc3c2)c2ccccc2c1=O do in these assays?
hcDAF-12 act: -2.0; GC-B act: -1; DAX1 inh-1: 0.3; HGIII-sPLA2 inh: 2; KLK7 zymogen act: -0.1; hgDAF12 agonist: 1.4; GAA850 FXN act: 3.8; SMARCA2 activ: -1; NPR1 activator: 2; ssDAF-12 act: -0.9; DAX1 inh-2: -1.5

What do the screens show for `COc1ccc(C2CC(=O)Oc3c(C(CCN4CCOCC4)c4cc(OC)c(OC)c(OC)c4)c(OC)cc(OC)c32)cc1` (configuration not stated)?
hcDAF-12 act: 0.5; GC-B act: -6; DAX1 inh-1: 0.2; HGIII-sPLA2 inh: -16; KLK7 zymogen act: 1.2; hgDAF12 agonist: -1.3; GAA850 FXN act: 1.4; SMARCA2 activ: 0; NPR1 activator: -3; ssDAF-12 act: -1.4; DAX1 inh-2: 0.9

What do the screens show for `COC(=O)c1ccccc1NC(=O)c1ccccc1OC`?
hcDAF-12 act: -2.3; GC-B act: 6; DAX1 inh-1: -0.8; HGIII-sPLA2 inh: -8; KLK7 zymogen act: -0.3; hgDAF12 agonist: -1.8; GAA850 FXN act: -0.6; SMARCA2 activ: 3; NPR1 activator: 0; ssDAF-12 act: -1.9; DAX1 inh-2: 0.7

How did CCOc1cccc2c1OC1(C)CC2NC(=O)N1c1cccc(C(=O)N2CCN(c3ccccn3)CC2)c1 (configuration not stated) do in these assays?
hcDAF-12 act: -1.9; GC-B act: 2; DAX1 inh-1: 0.9; HGIII-sPLA2 inh: 4; KLK7 zymogen act: -0.1; hgDAF12 agonist: -3.7; GAA850 FXN act: -1.5; SMARCA2 activ: -3; NPR1 activator: 4; ssDAF-12 act: -0.6; DAX1 inh-2: -0.3

What do the screens show for `COC(=O)C1=C(C)N(C)C(=NCc2ccc3c(c2)OCO3)NC1c1ccc(F)cc1` (configuration not stated)?
hcDAF-12 act: -1.0; GC-B act: 3; DAX1 inh-1: -0.2; HGIII-sPLA2 inh: -2; KLK7 zymogen act: -0.9; hgDAF12 agonist: 0.5; SMARCA2 activ: 3; NPR1 activator: -3; ssDAF-12 act: -0.9

Results for Cc1nc2ccc(Br)cn2c(=O)c1Cl ?
hcDAF-12 act: -0.1; GC-B act: 1; DAX1 inh-1: 0.1; HGIII-sPLA2 inh: 1; KLK7 zymogen act: 0.3; hgDAF12 agonist: -2.3; GAA850 FXN act: -2.7; SMARCA2 activ: -2; NPR1 activator: 4; ssDAF-12 act: -1.3; DAX1 inh-2: -0.5

How did O=S(=O)(c1ccc(SCc2ccc(Br)cc2)nc1)N1CCOCC1 do in these assays?
hcDAF-12 act: -2.4; GC-B act: 2; DAX1 inh-1: -0.5; HGIII-sPLA2 inh: -11; KLK7 zymogen act: 1.0; hgDAF12 agonist: 0.1; GAA850 FXN act: 0.7; SMARCA2 activ: -2; NPR1 activator: -4; ssDAF-12 act: -1.5; DAX1 inh-2: -0.7

How did CCc1nn(CC(=O)NCCC2=CCCCC2)c(=O)c2cc3cc(F)ccc3n12 do in these assays?
hcDAF-12 act: -0.1; GC-B act: 7; DAX1 inh-1: 0.4; HGIII-sPLA2 inh: 4; KLK7 zymogen act: -0.2; hgDAF12 agonist: -0.3; GAA850 FXN act: -1.4; SMARCA2 activ: -2; NPR1 activator: 0; ssDAF-12 act: -1.0; DAX1 inh-2: 0.0

What do the screens show for `C=CCN1C(=O)[C@@H](CC(=O)N2CCCCC2)[C@]2(C(=O)OCC)CCCCC/C=C/12`?
hcDAF-12 act: -1.1; GC-B act: 0; DAX1 inh-1: 0.4; HGIII-sPLA2 inh: 2; KLK7 zymogen act: -0.4; hgDAF12 agonist: 1.2; SMARCA2 activ: -1; NPR1 activator: 1; ssDAF-12 act: -1.2

Results for COc1ccc(C2Nc3cccc4cccc(c34)N2)cc1 ?
hcDAF-12 act: 4.7; GC-B act: -2; DAX1 inh-1: -0.2; HGIII-sPLA2 inh: -5; KLK7 zymogen act: -0.2; hgDAF12 agonist: 6.5; GAA850 FXN act: 5.3; SMARCA2 activ: 2; NPR1 activator: 6; ssDAF-12 act: 0.0; DAX1 inh-2: 0.1

What do the screens show for `O=C(Nc1ccc(Cl)cn1)Nc1ccccc1Cl`?
hcDAF-12 act: -0.6; GC-B act: -4; DAX1 inh-1: 0.0; HGIII-sPLA2 inh: 2; KLK7 zymogen act: -0.3; hgDAF12 agonist: 0.1; GAA850 FXN act: 1.9; SMARCA2 activ: 5; NPR1 activator: -6; ssDAF-12 act: -1.6; DAX1 inh-2: 1.1
